# High-throughput results deposited in PubChem by several laboratories.
# CendR NRP1 mod = NRP-1/CendR interaction modulation | O14786 | FAM-RPARPAR peptide binding to NRP-1, fluorescence polarization | inhibition, % at 25 µM | actives 0.85% (n = 360,000) | AID 602438;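 active means inhibition or corrected inhibition above about 18%, plus a signal ratio from 0.5 to 1.5, limit read from the data, passing the limit was not always enough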; further: strong numbers were not always called active
# DNMT1 inh = inhibitors of human DNMT1 | P26358 | DNMT1 molecular beacon, Hinp1I cleavage, fluorescence | inhibition (reported as % activation of signal), % at 10 µM | actives 0.83% (n = 360,000) | AID 588458; in the data active means inhibition above about 50%
# STEP inh = inhibitors of human striatal-enriched phosphatase STEP; P54829; recombinant STEP, OMFP fluorogenic substrate, fluorescence; inhibition, % at 20 µM; actives 0.25% (n = 360,000); AID 588621;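 active means inhibition at 20 µM, scaled per plate between control wells, above about 37%, limit read from the data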;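 further: 0% = DMSO with enzyme and substrate and 100% = substrate only without enzyme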
#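 Test system: STEP tyrosine phosphatase / Reagent: OMFP at 25 µM / Doses: 20 µM, 1% DMSO / Read-out: percent inhibition scaled to no-enzyme and uninhibited-enzyme controls, plate-pattern corrected / Detection: FITC-channel fluorescence of OMFP product / Medium: Bis-Tris buffer pH 6.0, 2.5 mM DTT, 0.005% Tween 20 / Schedule: 20 min at room temperature, dark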
# LMPTP block = blocks human LMPTP phosphatase; recombinant LMPTP-A, OMFP fluorogenic substrate, fluorescence intensity; inhibition, % at 20 µM; actives 0.22% (n = 360,000);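 active means compounds that cut the enzyme signal by at least half of the control window in the single-dose screen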;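 further: plate controls were DMSO wells with enzyme plus substrate for no effect and substrate without enzyme for full effect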
#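 Test system: LMPTP-A phosphatase enzyme. Amount: LMPTP-A at 0.625 nM final in the reaction. Reagent: OMFP substrate, 400 µM final. Times: 50 min at room temperature. Signal: endpoint fluorescence intensity from OMFP dephosphorylation. Read-out basis: % inhibition. Benchmarks: no-enzyme and uninhibited controls.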
# eLon inh = E. coli protease La inhibition; P0A9M0; purified E. coli Lon protease, fluorescence polarization; inhibition, % at 7.94 µM; actives 0.42% (n = 360,000); AID 602123; in the data active means inhibition above about 13%, passing the limit was not always enough;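 further: 0% = enzyme with probe and DMSO and 100% = no enzyme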
# Target sequence (P0A9M0 whole entry, looked up): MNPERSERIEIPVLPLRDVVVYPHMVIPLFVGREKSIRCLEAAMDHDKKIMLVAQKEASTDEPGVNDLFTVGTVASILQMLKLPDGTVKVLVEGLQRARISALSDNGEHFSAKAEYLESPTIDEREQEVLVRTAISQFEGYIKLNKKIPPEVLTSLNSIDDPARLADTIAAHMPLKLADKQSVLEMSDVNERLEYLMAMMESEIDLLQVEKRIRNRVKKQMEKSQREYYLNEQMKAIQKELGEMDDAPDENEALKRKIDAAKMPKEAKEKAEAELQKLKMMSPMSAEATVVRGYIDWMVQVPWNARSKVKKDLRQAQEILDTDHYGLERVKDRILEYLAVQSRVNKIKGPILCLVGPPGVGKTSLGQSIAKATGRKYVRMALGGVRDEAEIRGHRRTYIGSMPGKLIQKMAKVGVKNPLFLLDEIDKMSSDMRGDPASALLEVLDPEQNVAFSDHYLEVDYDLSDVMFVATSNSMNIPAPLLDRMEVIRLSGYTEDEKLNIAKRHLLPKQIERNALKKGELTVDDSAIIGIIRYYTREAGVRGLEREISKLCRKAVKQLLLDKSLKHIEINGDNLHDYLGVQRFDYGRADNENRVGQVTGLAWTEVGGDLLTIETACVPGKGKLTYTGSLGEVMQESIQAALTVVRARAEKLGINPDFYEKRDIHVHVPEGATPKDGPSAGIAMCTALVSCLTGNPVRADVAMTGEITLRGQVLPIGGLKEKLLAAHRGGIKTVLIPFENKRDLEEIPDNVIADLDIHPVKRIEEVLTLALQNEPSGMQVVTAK
# SUMO1-SIM PPI = modulators of human SUMO1-mediated protein-protein interactions; P63165; SUMO1 binding to a labelled peptide, TR-FRET, 1 h; inhibition, % at 20 µM; actives 0.33% (n = 360,000); in the data active means inhibition above about 37%
# Target sequence (P63165 whole entry, looked up): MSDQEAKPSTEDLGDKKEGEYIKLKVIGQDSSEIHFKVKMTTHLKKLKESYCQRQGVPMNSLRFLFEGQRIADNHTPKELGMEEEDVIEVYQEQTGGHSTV
# MsrA inh = inhibits bovine methionine sulfoxide reductase A; actives 0.75% (n = 360,000); purified bovine MsrA, absorbance read-out; inhibition, % at 15.5 µM; AID 651718; in the data active means inhibition above about 4.5%;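 further: 0% = vehicle wells with enzyme and 100% = reference inhibitor wells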
# bovine MsrA act = bovine methionine sulfoxide reductase A activation; activation, % at 10.6 µM; actives 0.3% (n = 360,000); AID 602163; purified bovine MsrA, absorbance read-out; in the data active means activation above about 7.5%;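 further: 0% = vehicle and 100% = reference activator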
# TbMetRS inhib = blocks T. brucei methionyl-tRNA synthetase activity; inhibition, % at 11.9 µM; actives 0.4% (n = 360,000); purified T. brucei MetRS, ATP depletion, Kinase-Glo luminescence; AID 624268;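 active means inhibition above a per-plate cutoff of the control wells' mean inhibition plus 3 SD, cut at about 5.5% in these data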;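 further: 0% = DMSO wells median and 100% = median of wells with control inhibitor compound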
#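 Material – parasite MetRS enzyme · Medium – HEPES-MgCl2-KCl buffer plus DTT, spermine, BSA, pyrophosphatase · Reagent – ATP, methionine and E. coli bulk tRNA substrates · Times – 15 min enzyme-compound preincubation, 2 h reaction, 10 min detection, 25 °C · Measured by – luminescence of leftover ATP · Evaluation – percent inhibition relative to median high and low control wells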
# Scp-1 inhibitor = inhibitors of human Scp-1 phosphatase. actives 0.88% (n = 340,000). inhibition, % at 20 µM. Q9GZU7. AID 493091. Recombinant Scp1, phosphopeptide, malachite green phosphate absorbance;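 active means inhibition above about 50% at 20 µM, limit read from the data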;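 further: plate controls were DMSO wells with enzyme for no effect and wells lacking enzyme for full effect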
# Target sequence (Q9GZU7 76-261 limits assumed): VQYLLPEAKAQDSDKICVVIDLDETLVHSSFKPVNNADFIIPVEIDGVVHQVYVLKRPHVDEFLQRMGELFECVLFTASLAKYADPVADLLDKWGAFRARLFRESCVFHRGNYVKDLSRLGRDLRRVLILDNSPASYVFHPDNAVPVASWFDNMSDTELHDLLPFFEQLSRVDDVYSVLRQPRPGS
#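 Test system: SCP-1 catalytic domain; Buffer or medium: Acidic Tris acetate buffer with magnesium and detergent; Also added: Phosphorylated 17-residue peptide substrate; Compound: single 20 µM dose, 1% DMSO; Schedule: enzyme reaction 45 min at room temperature, colour 5 min, stabilisation 30 min; Signal: Phosphate-binding colour reagent, absorbance read at 630 nm.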
# * hit, by the source's call; x = no result given.
SMILES,CendR NRP1 mod,DNMT1 inh,STEP inh,LMPTP block,eLon inh,SUMO1-SIM PPI,MsrA inh,bovine MsrA act,TbMetRS inhib,Scp-1 inhibitor
CCc1nc2ccc(C(=O)N3CCN(C(=O)c4ccco4)CC3)cn2c1N(C)C(=O)c1cccc(OC)c1,-14,3,2,-1.8,-1,-3,-2.0,-6,-0.5,x
Cc1ccc(N(C)C(=O)N2CCN(S(=O)(=O)c3ccc(C)cc3)CC2)cc1,-28,5,3,-0.1,-2,2,0.2,-10,0.3,3
Cc1cc(-c2nc3ccccc3[nH]2)ccc1N,-1,-1,1,3.8,-8,2,1.1,-3,-0.6,-12
CC(C)CCCN1CCN=C1N(C)C,4,3,7,-1.4,-7,1,-1.1,-1,-0.2,-3
CC(C)CN(CCCNC(=O)CC1Oc2ccccc2NC1=O)CC(C)C (stereo not drawn),3,5,3,-0.8,-3,3,-0.7,8.6*,-0.6,0
CCc1nc2ccccc2[nH]c1=O,-4,-9,-1,-0.8,11,-10,1.9,-3,0.2,-14
Cc1ccc(C)c(CNC(=O)Nc2ccccc2)c1,4,-1,-1,-0.4,8,2,-0.1,-2,0.9,-7
CCc1cccc2c1NC(=O)C21OCCO1,-3,-8,0,-1.1,0,-1,-1.0,-8,-0.2,-1
CC1CCc2sc(C(=O)Nc3nnc(SCc4ccc(F)cc4)s3)cc2C1 (stereo not drawn),-12,6,-1,-3.7,0,-4,1.0,-9,-1.6,-7
OCCNc1cc(Cl)ncn1,10,0,2,-1.3,1,-1,-1.1,-1,0.3,-2
O=C(Nc1cc(C(F)(F)F)ccc1Cl)c1cccc(N2C(=O)CCC2=O)c1,6,2,-2,-0.4,-7,1,-0.6,-4,-0.7,1
COc1ccccc1CNC(=O)C1Cc2cc(S(=O)(=O)N3CCCCC3)ccc2N1C(C)=O (stereo not drawn),4,2,-1,-0.8,11,3,-0.2,-4,-0.5,1
CCn1cc(CNC(=S)Nc2cccc3ccccc23)cn1,12,-3,2,0.2,-3,-10,-1.9,-3,-0.3,2
O=C(NC(c1ccccc1)c1ccccn1)c1cccc([N+](=O)[O-])c1 (stereo not drawn),-7,0,-1,-1.5,8,-18,0.4,-4,0.0,-5
O=C(C1CC(c2ccccc2O)=NO1)N1CCc2ccccc2C1 (stereo not drawn),-11,-1,0,1.6,13,1,-0.3,-3,0.0,-10
COc1ccc(NC(C)=O)cc1NC(=O)CN1CCN(CC(=O)Nc2ccccc2Cl)CC1,-2,-4,1,-0.1,1,0,-0.3,-1,-0.7,-2
COc1ccccc1C(=O)N/N=C(\C)CC(=O)Nc1ccccn1,10,0,1,1.1,-4,-4,-0.2,-2,-0.9,-1
COc1ccc(N2CCN(C(=O)c3ccc(NS(=O)(=O)c4ccc(F)c(F)c4)cc3)CC2)cc1,51*,0,-2,-0.4,-9,0,0.3,-10,-1.3,1
COC(=O)c1ccccc1NCc1cc(=O)oc2cc(O)c(O)cc12,-52,-1,5,12,-10,0,2.9,-4,0.0,-13
CCOC(=O)CN(Cc1ccccc1)S(=O)(=O)c1ccc(NC(C)=O)cc1,9,2,-3,-0.7,0,3,-0.2,2,-0.3,-9
Cc1csc(NC(=O)C2(C)CCN2C(=O)C(C)C)c1C#N (stereo not drawn),-6,0,-1,0.0,-19,5,x,-1,-0.2,x
CC(=O)CCC(=O)OCC(=O)Nc1ccc(SC(F)F)cc1,-1,-3,-1,-0.1,-5,2,0.7,-4,-0.5,-4
COc1ccc(CCN(C)C(=S)Nc2ccc(SC(F)F)cc2)cc1OC,-7,2,0,0.7,15,5,3.5,1,-1.0,-6
CCCSc1ncnc2c1oc1ccccc12,-17,-1,-1,1.4,3,2,x,-3,-0.5,2
COc1cccc(C(=O)N/N=C(\C)c2cccc(NC(=O)c3ccc(F)cc3)c2)c1OC,0,-7,1,1.2,-9,8,-0.5,-2,-0.2,-7
CC(=O)c1cccc(NC(=O)C2CCCN(S(=O)(=O)c3cccc4cccnc34)C2)c1 (stereo not drawn),-2,0,-1,-0.9,0,0,1.0,-6,-0.3,0
O=C(N/N=C/c1cccc(Oc2ccccc2)c1)c1ccncc1,-8,-2,-1,-1.2,4,-10,-0.2,-3,0.3,-8
O=C(NCCCN1CCCCCC1)c1ccc(N2CCCC2=O)cc1,12,-10,-5,4.7,-1,0,0.2,-1,0.6,-4
Clc1ccc(OCCOCCN2CCc3ccccc3C2)c(Cl)c1,6,-10,-3,-0.7,-2,1,0.1,-1,1.8,1
CCn1c(=O)n(CC(=O)Nc2cc(OC)ccc2OC)c(=O)c2ccccc21,-14,-2,-2,-0.2,0,1,-1.5,-5,-1.3,-4
C/C(=C\C(=O)c1ncc(C(F)(F)F)cc1Cl)N(C)C,-10,4,-3,-1.1,-4,-6,0.3,-4,-0.5,-9
Cc1cccc(C(=O)N(CC(=O)Nc2sc(C)c(C)c2C(N)=O)C2CCCC2)c1,6,-2,6,0.3,11,2,0.6,-5,-0.4,-3
CNC(=O)C[C@@H]1C(=O)N(CCc2ccccc2)CC1(C)C,-3,3,6,-1.5,-3,8,0.0,-2,-0.8,x
Clc1nc2c(-c3ccccc3)nnn2c2ccccc12,-17,41,-3,-0.2,-3,-11,1.1,-2,0.1,-8
Cc1cc(C)nc(N2CCC(C(=O)Nc3cccc(C(F)(F)F)c3)CC2)n1,-12,5,-2,1.0,-1,1,-1.1,-14,-1.7,-4
CCN(CC)CCCN(Cc1cc2cc3c(cc2[nH]c1=O)OCO3)C(=S)Nc1ccccc1OC,-4,1,0,2.2,8,-3,-0.3,-9,0.3,3
CCOc1ncccc1C(=O)OCC(=O)N(CC(C)C)C1CCS(=O)(=O)C1 (stereo not drawn),3,2,0,-0.7,1,2,0.4,-4,0.5,-1
COc1cccc(C(C(=O)NC2CCCC2)N(C(=O)c2ccco2)C2CC2)c1OC (stereo not drawn),1,11,0,-2.1,2,2,1.1,-1,-0.6,1
Cc1nn(Cc2ccc(F)cc2)c2sc(C(=O)Nc3nccs3)cc12,0,-5,-3,0.4,-7,-5,1.1,-3,-0.1,1
O=C(CCc1nnc2ccc(N3CCCCC3)nn12)NCc1ccco1,11,0,-1,-1.3,-1,2,-0.5,0,0.4,-8
CCOC(=O)c1c(NC=O)sc2c1CCC2,5,-1,2,0.2,-7,-3,2.0,2,-0.2,-5
CCCCCCc1cc2cc(/C(N)=N/NC(=O)c3ccncc3)c(=O)oc2cc1O,54,14,-6,-0.5,-208,-4,-0.4,-10,-1.1,3
CCn1cc(-c2cc(C(=O)O)c3ccccc3n2)c(C)n1,-14,0,-1,-3.3,-7,-1,1.2,-3,0.0,-2
Cc1cc(C)cc(NC(=O)C2C3C=CC4(O3)C2C(=O)N(CCCN2CCCC2)C4C(=O)NC2CCCC(C)C2C)c1 (stereo not drawn),4,1,-2,-0.8,8,-1,-0.8,-2,-0.2,2
Cc1ccc(C(=O)c2cc([N+](=O)[O-])ccc2N2CCCCC2)c(C)c1,-10,0,12,4.4,-7,-2,0.7,-4,0.7,-12
CCN(CC)CCCN1C(=O)c2oc3ccccc3c(=O)c2C1c1cc(OC)ccc1OC (stereo not drawn),-10,-2,1,-0.5,-2,2,-0.5,-4,-0.1,-6
CCCC(=O)NC(=S)Nc1cccc(Cl)c1N1CCCCC1,-7,2,3,3.2,2,-2,1.2,-10,-0.5,-8
O=C(O)CSCCCC(=O)Nc1ccc(Br)cc1,0,-4,-1,-0.5,-4,3,-1.4,1,0.9,-8
NC(=O)C1=C[C@@H](c2ccc(C(F)(F)F)cc2)C[C@@H](OCc2ccc(CO)cc2)O1,-3,-1,-2,-0.4,-7,-1,0.0,0,-0.3,1
COC(=O)C[C@H]1c2cc(F)ccc2S(=O)(=O)N1c1ccc(N(C)C)cc1,21,5,-4,-2.3,12,-3,-0.8,-5,-0.4,4

# A section taken from the entries so far:
SMILES,CendR NRP1 mod,DNMT1 inh,STEP inh,LMPTP block,eLon inh,SUMO1-SIM PPI,MsrA inh,bovine MsrA act,TbMetRS inhib,Scp-1 inhibitor
Cc1nn(Cc2ccc(F)cc2)c2sc(C(=O)Nc3nccs3)cc12,0,-5,-3,0.4,-7,-5,1.1,-3,-0.1,1
O=C(CCc1nnc2ccc(N3CCCCC3)nn12)NCc1ccco1,11,0,-1,-1.3,-1,2,-0.5,0,0.4,-8
CCOC(=O)c1c(NC=O)sc2c1CCC2,5,-1,2,0.2,-7,-3,2.0,2,-0.2,-5
CCCCCCc1cc2cc(/C(N)=N/NC(=O)c3ccncc3)c(=O)oc2cc1O,54,14,-6,-0.5,-208,-4,-0.4,-10,-1.1,3
CCn1cc(-c2cc(C(=O)O)c3ccccc3n2)c(C)n1,-14,0,-1,-3.3,-7,-1,1.2,-3,0.0,-2
Cc1cc(C)cc(NC(=O)C2C3C=CC4(O3)C2C(=O)N(CCCN2CCCC2)C4C(=O)NC2CCCC(C)C2C)c1 (stereo not drawn),4,1,-2,-0.8,8,-1,-0.8,-2,-0.2,2
Cc1ccc(C(=O)c2cc([N+](=O)[O-])ccc2N2CCCCC2)c(C)c1,-10,0,12,4.4,-7,-2,0.7,-4,0.7,-12
CCN(CC)CCCN1C(=O)c2oc3ccccc3c(=O)c2C1c1cc(OC)ccc1OC (stereo not drawn),-10,-2,1,-0.5,-2,2,-0.5,-4,-0.1,-6
CCCC(=O)NC(=S)Nc1cccc(Cl)c1N1CCCCC1,-7,2,3,3.2,2,-2,1.2,-10,-0.5,-8

# Continued.
SMILES,CendR NRP1 mod,DNMT1 inh,STEP inh,LMPTP block,eLon inh,SUMO1-SIM PPI,MsrA inh,bovine MsrA act,TbMetRS inhib,Scp-1 inhibitor
CCc1cccc2c(C=C(C#N)C#N)cn(CC(=O)N3CCCC3)c12,-24,18,-1,-0.5,-3,-4,-0.2,-1,-0.7,-1
Fc1ccccc1Cc1noc(CN2CCN(Cc3ccc4c(c3)OCO4)CC2)n1,-6,1,4,-0.2,3,-5,0.2,-1,0.0,-1
CCOC(=O)c1ccc(NC(=S)N(CCCN2CCCCCC2)Cc2ccco2)cc1,-2,-10,0,-0.5,-1,17,-0.4,-4,0.0,-8
CCOC(=O)Cc1cc(=O)[nH]c(/N=C(\N)Nc2ccc(OC)cc2)n1,-6,1,-1,-0.3,-2,4,0.8,-2,-0.4,-1
